Bioassay records deposited in PubChem by several laboratories.
IDE cell inh: inhibits human insulin-degrading enzyme in HEK cells; P14735; FAbetaB cleavage, fluorescence polarization; inhibition, % at 5.59 µM; 320,000 compounds, 0.41% hits;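 active means percent inhibition above the average of all tested compounds plus 3 SD, set per screening campaign, cut at about 16% in these data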;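 further: IDE supplied by intact live HEK cells; FP after avidin binding of uncleaved biotin substrate so inhibition keeps polarization high; 0% = DMSO wells and 100% = 60 µM reference IDE inhibitor Ii1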
Target sequence (P14735 whole entry, looked up): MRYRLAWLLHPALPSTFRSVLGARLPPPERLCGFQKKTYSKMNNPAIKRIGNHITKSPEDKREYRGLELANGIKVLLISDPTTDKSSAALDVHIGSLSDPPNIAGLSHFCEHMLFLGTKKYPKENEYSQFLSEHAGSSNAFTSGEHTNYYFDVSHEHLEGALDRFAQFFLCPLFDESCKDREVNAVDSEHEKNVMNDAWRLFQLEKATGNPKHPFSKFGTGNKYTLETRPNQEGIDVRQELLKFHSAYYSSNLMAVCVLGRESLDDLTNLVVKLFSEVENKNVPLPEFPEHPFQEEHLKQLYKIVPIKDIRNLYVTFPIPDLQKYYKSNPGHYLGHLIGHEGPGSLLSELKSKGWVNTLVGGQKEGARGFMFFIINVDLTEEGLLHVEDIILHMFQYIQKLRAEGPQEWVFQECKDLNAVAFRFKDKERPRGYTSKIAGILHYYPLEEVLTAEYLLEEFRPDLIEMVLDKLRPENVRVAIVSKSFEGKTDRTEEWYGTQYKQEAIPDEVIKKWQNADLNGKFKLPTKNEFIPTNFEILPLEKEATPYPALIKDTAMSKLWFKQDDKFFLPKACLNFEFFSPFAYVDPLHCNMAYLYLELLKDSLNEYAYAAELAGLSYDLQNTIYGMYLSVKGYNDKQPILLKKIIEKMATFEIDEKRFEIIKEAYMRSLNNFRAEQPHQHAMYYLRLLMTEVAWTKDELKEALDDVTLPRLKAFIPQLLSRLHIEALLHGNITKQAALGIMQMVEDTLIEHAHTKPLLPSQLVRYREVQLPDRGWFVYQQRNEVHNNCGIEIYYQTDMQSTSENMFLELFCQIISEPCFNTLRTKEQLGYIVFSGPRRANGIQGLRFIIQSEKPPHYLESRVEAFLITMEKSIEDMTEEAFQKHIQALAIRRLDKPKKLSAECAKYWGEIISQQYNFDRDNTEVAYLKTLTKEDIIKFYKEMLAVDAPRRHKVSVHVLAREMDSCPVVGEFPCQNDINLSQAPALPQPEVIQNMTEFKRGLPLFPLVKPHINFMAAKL
IDE act: activators of human insulin-degrading enzyme in cells. P14735. HEK cells, FAbeta-B cleavage, fluorescence polarization; 0% vehicle, 100% cell-free pure enzyme wells. activation, % at 5.96 µM. 340,000 compounds, 0.073% hits;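 active means activation above the mean of all tested compounds plus 3 SD, set per screening campaign, cut at about 17% in these data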
M18AAP inhibitor: PfM18AAP enzyme inhibition; recombinant PfM18AAP, H-Glu-NHMec fluorogenic cleavage; inhibition, % at 7.35 µM; 290,000 compounds, 1.2% hits; AID 1822;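 active means inhibition above the campaign mean inhibition over all tested compounds plus 3 SD, cut at about 28% in these data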;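 further: 0% = plate median of test compound wells and 100% = 2 mM ZnCl2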
NS3 helicase inh: blocks Hepatitis C virus NS3 helicase unwinding. NS3 helicase DNA unwinding, Cy5 molecular beacon fluorescence. inhibition, % at 10.9 µM. 290,000 compounds, 0.56% hits. AID 1800;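 active means inhibition above the mean of all tested compounds plus 3 SD, set per campaign, cut at about 35% in these data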;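 further: 0% = DMSO wells and 100% = thioflavine S control wells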
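Material: hepatitis C virus NS3 helicase domain fragment enzyme; measured by: Cy5 fluorescence, 0 and 60 min reads; control set: DMSO and thioflavine S; incubation: 60 min unwinding reaction at 25 °C after ATP addition; read-out basis: % inhibition from 60/0 min fluorescence ratio, DMSO 0%, thioflavine S 100%; repeats: singlicate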
FID counter: displaces DNA intercalator in HCV helicase counter-screen. DNA fluorescent intercalator displacement, fluorescence. inhibition, % at 7.9 µM. 290,000 compounds, 0.17% hits. AID 1845; in the data active means inhibition above about 37%;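 further: 0% = vehicle and 100% = reference compound; higher means more ethidium bromide displaced from hairpin DNA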
p-CIP stab down: p/CIP protein destabilization; Q05BA5; 290,000 compounds, 0.01% hits; decrease of EGFP signal, % at 10 µM; AID 1984; F442A p/CIP-EGFP cells, EGFP fluorescence, 16 h;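 active means EGFP signal decrease of at least 30% at 10 µM or well 3 SD below plate mean, unless failing retest; inactive means the rest, including hits failing retest or dose response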; further: some compounds called inactive have numbers as strong as hits; many of its hits are not listed in these tables
VIM-2 inhibitor: inhibitors of Pseudomonas aeruginosa VIM-2 metallo-beta-lactamase. purified VIM-2, nitrocefin hydrolysis, epi-absorbance fluorescence. inhibition, % at 5.6 µM. 290,000 compounds, 0.89% hits. AID 1527;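 active means inhibition above the mean of all tested compounds plus 3 SD, cutoff set per screening run, cut at about 7.5% in these data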;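 further: red hydrolysis product quenches plate fluorescence so inhibitors raise well fluorescence; 0% = enzyme with DMSO and 100% = DMSO without enzyme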
IMP-1 inh: blocks Pseudomonas aeruginosa IMP-1 metallo-beta-lactamase; 290,000 compounds, 0.45% hits; inhibition, % at 5.6 µM; purified IMP-1, nitrocefin hydrolysis, epi-absorbance fluorescence; AID 1556;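 active means inhibition above the mean plus 3 SD of all compounds in the same screening run, cut at about 4.5% in these data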;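 further: 0% = IMP-1 with DMSO and 100% = DMSO wells lacking enzyme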
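Test system: recombinant IMP-1 enzyme, purified / Medium: HEPES buffer pH 7.1 with ZnSO4 and Brij 35 / Doses: single dose, 5.6 µM / Times: 25 °C, 15 min preincubation, 25 min reaction / Detection: Epi-absorbance via hydrolysed-nitrocefin quenching of white-plate fluorescence, 480/530 nm, EDTA stop / Evaluation: percent inhibition from optical density relative to buffer-blank wells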
SUMO HTRF inh: SUMOylation inhibition; P63279; 290,000 compounds, 0.36% hits; AID 2006; HTRF SUMOylation assay, SAE1/SAE2 + UBC9, in vitro; inhibition, % at 35 µM; in the data active means inhibition above about 50%, passing the limit was not always enough; further: strong numbers were not always called active
Starred values were filed as active, the others as inactive; nt = not tested or not shown.

SMILES | IDE cell inh | IDE act | M18AAP inhibitor | NS3 helicase inh | FID counter | p-CIP stab down | VIM-2 inhibitor | IMP-1 inh | SUMO HTRF inh
Cc1ccc(N2CC3=C(C2=O)C(c2ccccc2)NC(=O)N3C)cc1 (stereo unspecified) | -1 | -2 | -2 | 2 | 0 | -2 | -1.5 | -1.4 | 23
CC(C)CCNc1nnnc2c1sc1nc(N3CCOCC3)c3c(c12)CC(C)(C)SC3 | 1 | -8 | 9 | 6 | -6 | 10 | -6.1 | -4.4 | -18
COc1cc(-c2nc3ccccc3c(=O)n2N)cc(OC)c1OC | 2 | 4 | -6 | -5 | -3 | -7 | -1.7 | -2.4 | 0
COc1ccc(CCNc2cc(C)nc3c(-c4ccc(Cl)cc4)c(C)nn23)cc1OC | -4 | 0 | -14 | -12 | -9 | 5 | -3.2 | -1.8 | 21
N#CCCN1CCN(C(CNS(=O)(=O)c2ccc(Cl)cc2)c2ccccc2)CC1 (stereo unspecified) | 0 | 0 | 1 | -12 | -4 | -16 | -3.2 | -3.5 | 16
Cc1cccc(OCCOCCSc2ncccn2)c1 | 0 | 4 | 6 | 0 | -7 | -4 | -3.5 | -4.9 | 11
CC(C)c1ccc(C(C(=O)NC2CCCC2)N(C(=O)c2csnn2)C2CC2)cc1 (stereo unspecified) | 0 | 0 | 1 | -10 | -34 | 3 | -3.8 | -2.8 | -5
COc1ccccc1N1CCN(/N=C/c2cc(OC)c(OC)c(OC)c2)CC1 | 10 | -7 | -5 | -6 | -28 | -11 | -2.1 | -3.5 | -17
CC(C)=CC(=O)Nc1ccc2c(c1)OCO2 | 0 | 2 | 10 | -2 | 0 | -2 | -3.4 | -3.5 | 4
CSc1nc2nc(C)c(C/C=C/c3ccccc3)c(=O)n2[nH]1 | 7 | -2 | 1 | 3 | -5 | 0 | -3.4 | -3.5 | 8
O=C(Nc1ccc(Cl)cc1Cl)C1CCCO1 (stereo unspecified) | 2 | 2 | 1 | 3 | -5 | -5 | -1.9 | -4.4 | -6
O=C(COc1ccc(F)cc1Br)NCc1ccccn1 | 3 | 1 | -11 | 1 | -7 | -5 | -2.9 | -2.4 | 10
COc1cccc(C(=O)/C=C/Nc2ccc(NC(C)=O)cc2)c1 | 2 | 1 | -3 | -1 | -14 | 3 | -2.0 | -2.6 | -5
O=C(CNC(=O)c1ccncc1)N/N=C/c1cc(Br)ccc1O | -1 | 0 | 3 | -4 | -3 | -4 | -1.6 | -4.0 | -8
COc1ccc(CCNC(=O)[C@@H](NC(=O)N2CC(=O)Nc3ccccc32)C(C)C)cc1OC | -1 | 2 | -1 | 9 | -34 | 5 | -2.2 | -2.9 | -5
COc1ccc(CCCc2n[nH]c(=S)o2)c(C)c1 | 0 | 0 | 3 | 15 | 0 | -11 | -3.0 | -4.6 | 16
Cc1cccc(NS(=O)(=O)c2ccc(C(=O)NCC3CCCO3)cc2)c1C (stereo unspecified) | -1 | 2 | 3 | 9 | -24 | 6 | -3.5 | -3.3 | 7
C=CCNC(=O)CN1CCC(O)(c2ccccc2)CC1 | 7 | 7 | -4 | 3 | 2 | 5 | -1.4 | -3.9 | 15
O=C(CN1CCCC1)Nc1cc(C(F)(F)F)cc(C(F)(F)F)c1 | 1 | -4 | -3 | -9 | 8 | -5 | -0.5 | -2.0 | 0
CCC(=O)N1CCc2cc(S(=O)(=O)NC(C(=O)N3CCc4ccccc4C3)C(C)C)ccc21 (stereo unspecified) | -2 | 0 | -2 | 3 | -6 | -4 | -0.3 | -4.6 | -22
CN(C)CCCNC(NC(=O)/C=C/c1ccccc1)C(Cl)(Cl)Cl (stereo unspecified) | 0 | -9 | 2 | 7 | -2 | 2 | -3.7 | -3.2 | 8
CCCCCCN1CC(O)=C(c2ccccc2)C1=N | -1 | 4 | 7 | -1 | -2 | -17 | -2.9 | -2.5 | -2
COC(=O)COc1ccc(S(=O)(=O)N2CCN(c3ccc(OC)cc3)CC2)cc1 | -2 | 11 | -13 | -3 | -12 | 4 | 3.0 | -2.1 | 17
COc1cc(C(=O)N/N=C/c2ccc(OC)c(CN3CCN(c4ccc(F)cc4)CC3)c2)ccc1O | 8 | -9 | 3 | -11 | 10 | -15 | -0.4 | -0.6 | 34

Looked up by compound from the entries so far:
SMILES | IDE cell inh | IDE act | M18AAP inhibitor | NS3 helicase inh | FID counter | p-CIP stab down | VIM-2 inhibitor | IMP-1 inh | SUMO HTRF inh
COc1ccc(CCNC(=O)[C@@H](NC(=O)N2CC(=O)Nc3ccccc32)C(C)C)cc1OC | -1 | 2 | -1 | 9 | -34 | 5 | -2.2 | -2.9 | -5
COc1cc(C(=O)N/N=C/c2ccc(OC)c(CN3CCN(c4ccc(F)cc4)CC3)c2)ccc1O | 8 | -9 | 3 | -11 | 10 | -15 | -0.4 | -0.6 | 34

Other compounds
SMILES | IDE cell inh | IDE act | M18AAP inhibitor | NS3 helicase inh | FID counter | p-CIP stab down | VIM-2 inhibitor | IMP-1 inh | SUMO HTRF inh
Cc1ccccc1C(=O)Nc1nnc(-c2ccncc2)o1 | 1 | 6 | 8 | 5 | -3 | -1 | -3.1 | -3.0 | -3
COc1cccc(N/C=C(\C#N)c2ccc(OCCCF)cc2)c1 | -3 | -1 | 3 | 2 | -2 | -2 | -0.9 | -3.7 | 3
CCOc1ccc(NC(=O)CNC(=O)c2ccco2)cc1 | 1 | 3 | -7 | 1 | -1 | -1 | 0.4 | -0.1 | 20
CCOC(=O)c1[nH]ncc1CN1CCCC(C(=O)c2ccc(SC)cc2)C1 (stereo unspecified) | 0 | 6 | 3 | -4 | -1 | -10 | -3.7 | -2.2 | 2
COc1ccccc1NC(=O)Nc1ccnn1C1CCN(C(=O)c2cscn2)CC1 | 4 | 0 | 6 | 29 | -19 | -5 | -1.5 | -0.4 | 16
CCn1c(SCc2nc(-c3ccccc3)no2)nnc1-c1ccco1 | 6 | -2 | 4 | -3 | -27 | 1 | -0.8 | -4.3 | -6
N#CC1=C(SCC(N)=O)NC2=C(C(=O)c3ccccc32)C1c1ccc(Cl)cc1 (stereo unspecified) | 3 | -1 | 5 | 2 | 4 | 2 | -7.5 | -0.2 | 35
Cc1cccn2c(NC(=O)c3cccs3)c(-c3ccccc3)nc12 | -3 | 3 | -6 | -3 | 2 | -6 | -0.8 | -2.5 | -9
O=C(O)CSCC(=O)Nc1ccccc1SCCS(=O)(=O)c1ccc(Cl)cc1 | nt | 4 | 9 | -9 | -35 | -12 | -2.2 | -4.0 | -8
O=C(CN1C(=O)S/C(=C\C=C\c2ccccc2)C1=O)Nc1ccc(C(=O)O)cc1 | 5 | 7 | 27 | -10 | -12 | -10 | -3.2 | 1.0 | 21
O=C(Cn1c(-c2cscn2)nc2ccccc21)Nc1cc(F)ccc1F | -5 | 6 | 2 | -3 | -9 | -13 | -1.2 | -4.1 | -6
COC(=O)C1CCN(C(=O)CC(NC(=O)C(F)(F)F)c2cccs2)CC1 (stereo unspecified) | -3 | 1 | -6 | 2 | -5 | -4 | -2.6 | -3.4 | -8
O=C(NCc1ccco1)c1cc(Cl)nc(Cl)c1 | -1 | 3 | 0 | 15 | -3 | 3 | -2.1 | -3.2 | 11
COC(=O)c1cccc(NC(=O)CCc2ccccc2)c1 | 1 | 7 | 2 | 3 | -3 | -2 | -2.0 | -4.4 | -10
O=C(CSc1nncc2ccccc12)Nc1ccccc1 | 6 | 4 | -7 | 10 | -8 | -2 | -1.7 | -2.3 | 3
COc1cc(OC)cc(C(=O)N2CCN(C(=O)c3cccnc3)CC2)c1 | -1 | -4 | 0 | -3 | -6 | -8 | -0.9 | -4.9 | 8
COc1ccc([N+](=O)[O-])cc1NC(=O)CSc1nccc(C)n1 | -4 | 5 | 15 | 6 | -5 | -5 | -3.2 | -3.4 | -1
COc1ccc(OC)c(S(=O)(=O)NC2CCCCNC2=O)c1 (stereo unspecified) | -1 | -1 | -5 | 12 | -10 | 2 | 0.7 | 1.3 | 1
COc1ccc2c(c1)-c1ccccc1S(=O)(=O)N2C | 0 | 2 | 3 | -8 | -11 | -1 | 0.8 | -2.4 | -3
COC(=O)C(N)Cc1ccc(O)c(O)c1 (stereo unspecified) | 5 | 7 | 84* | 8 | -1 | -3 | -3.1 | -4.8 | 9
CCOc1cc(N2CCOCC2)c(OCC)cc1NC(=O)COC(=O)[C@H](Cc1c[nH]c2ccccc12)NC(C)=O | -2 | 5 | 13 | 1 | -31 | -3 | -5.6 | -0.2 | -2
O=[N+]([O-])c1nn(-c2ccc(Cl)cc2)n(O)c1=NCc1ccncc1 | 10 | 3 | -10 | 6 | 4 | 4 | 0.5 | 1.6 | 6
Cc1ccc(C)c(S(=O)(=O)Nc2ccccc2C(=O)Nc2ccccc2N2CCOCC2)c1 | 0 | 2 | 5 | -15 | -23 | -2 | 0.3 | -0.6 | 10
CCc1ccc(NC(=S)N(Cc2ccc(Cl)cc2)Cc2ccc(C(=O)O)cc2)cc1 | 4 | 1 | -8 | 30 | -35 | 8 | 0.8 | 1.5 | 20
COc1ccccc1NC(=S)NNC(=O)c1cc(C)nn1C | 1 | -1 | 9 | 6 | -2 | -9 | -3.6 | -4.6 | 6
CCNC(=S)N=Nc1c(O)[nH]c2ccc(C(C)C)cc12 | -1 | 3 | 12 | 9 | -9 | -7 | -5.5 | -2.2 | -7
CCC(=O)NCc1csc(-c2cccs2)n1 | 4 | 7 | -10 | 13 | -1 | 3 | -0.2 | 0.1 | 19
O=S(=O)(c1ccc(F)cc1)N1CCN(c2nc(-c3ccc(F)cc3)cs2)CC1 | 0 | 0 | -1 | 3 | -7 | 7 | -0.3 | 1.2 | -50
O=C(CC(=O)N/N=C\c1ccccc1[N+](=O)[O-])NCCc1ccccc1 | 1 | 7 | 0 | 1 | -11 | 9 | -2.1 | -2.1 | 1
COc1cc(S(=O)(=O)N2CCCCC2)ccc1NC(=O)/C=C/c1ccccc1 | 2 | 1 | 14 | 21 | -11 | -2 | -2.0 | -3.4 | 11
COc1ccc(-c2cc(C(F)(F)F)nc(SCC(=O)NCc3cccs3)n2)cc1 | 5 | -3 | -4 | 4 | -6 | -4 | 0.1 | -3.8 | 26
COc1ccc(Cn2nnnc2C(c2cccs2)N2CCN(c3ccccc3)CC2)cc1 (stereo unspecified) | 3 | 0 | 0 | -6 | 0 | 6 | -1.3 | -1.6 | -3
CCCCCCNCC(=O)N1CCC(Cc2ccccc2)CC1 | 0 | -2 | 9 | -31 | 15 | 5 | -2.8 | -0.4 | 2
O=C(CSc1nccn1Cc1ccc(F)cc1)Nc1ccc(F)cc1F | -1 | 1 | -19 | -13 | -20 | 0 | -1.2 | -1.4 | 7
NS(=O)(=O)c1ccc(NC(=O)COC(=O)CCc2ccc(S(=O)(=O)N3CCOCC3)cc2)cc1 | 3 | 1 | -26 | -10 | -11 | -9 | -2.8 | -1.3 | 30
CCn1nnc(C(=O)O)c1C(=O)O | 0 | 4 | 7 | -1 | 0 | -1 | -4.1 | 2.1 | 0
O=C(N/N=C/c1cccc(Oc2ccccc2)c1)c1ccccc1F | -1 | 2 | -5 | 0 | -23 | -19 | -1.9 | -1.6 | 8

Rows were taken by chance; overall some 3.6% were active at least once.
